Screening results (PubChem)
LYP inhibition: PTPN22 lymphoid phosphatase activity blockers – biochemical, fluorescence intensity, uHTS (AID 1779); recombinant LYP phosphatase, fluorescence intensity; higher % means a stronger effect; inhibition, % at 11.5 µM; hits with a dose series show IC50 in µM; 290,000 tested, 0.054% active; in the data active = inhibition above about 50%;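 note: plate controls were vehicle with enzyme for no effect and no enzyme for full effect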
Large T inhibition: SV40 large T antigen inhibitors, biochemical (AID 1903) | inhibition, % at 20 µM, or IC50 in µM where a hit was titrated | 310,000 tested, 0.39% active | SV40 large T antigen ATPase/helicase inhibition assay; higher % means a stronger effect; in the data active = a potency from the dose series; inconclusive = inhibition mostly from about 32% at the one dose, without a potency; inactive = the rest, 99 in 100 with inhibition below about 32%; note: strong numbers were not always called active
GPR35 arrestin U2OS: inhibition of zaprinast-stimulated GPR35 beta-arrestin translocation – imaging, U2OS, beta-arrestin-GFP, zaprinast agonist, primary screen (AID 2058); U2OS GPR35 beta-arrestin-GFP translocation imaging, zaprinast antagonism; higher % means a stronger effect; 290,000 tested, 0.052% active; inhibition, % at 10 µM; hits with a dose series show IC50 in µM;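 active = inhibition of at least 50% with at least 30 cells and total cytoplasm GFP at most 10,000,000; inconclusive = under 30 cells or total GFP of 10,000,000 plus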
Salmonella PhoP GFP: PhoP-dependent GFP reporter repression – Salmonella Typhimurium, primary screen (AID 1863); S. Typhimurium PhoP-regulated promoter GFP reporter, 4 h; higher % means a stronger effect; one-dose inhibition, % at 50 µM; IC50 in µM for titrated hits; 300,000 tested, 0.16% active;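 active = inhibition over 29.93%, a cutoff 3 SD above the screen mean, later confirmed by dose response; inconclusive = inhibition over 29.93% but no dose response follow-up; inactive = inhibition at most 29.93% or unconfirmed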;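 note: 0% = low Mg2+ inducing control and 100% = high Mg2+ repressing control; strong numbers were not always called active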
RSV antiviral HEp-2: inhibition of RSV-induced cytopathic effect – HEp-2 cells, primary 10 µM value included (AID 2391); HEp-2 cells, RSV-induced CPE inhibition; higher % means a stronger effect; CPE inhibition, % at 10 µM, or IC50 in µM where a hit was titrated; 310,000 tested, 0.13% active; in the data active = a potency from the dose series; inconclusive = CPE inhibition mostly from about 23% at the one dose, without a potency; inactive = the rest, 99 in 100 with CPE inhibition below about 21%; note: strong numbers were not always called active
NS5 inhibitors: flavivirus cap methylation enzyme inhibition – biochemical, confirmation dose response, primary screen (AID 588689); inhibition, % at 25 µM; hits with a dose series show IC50 in µM; 340,000 tested, 0.3% active; Dengue-2 NS5 methyltransferase capping enzyme assay, biochemical; higher % means a stronger effect; in the data active = a potency from the dose series; inconclusive = inhibition above about 29% without an active follow-up result
CSM14.1 death rescue: protection against thapsigargin-triggered cell killing – 384-well, CSM14.1, ATP luminescence, primary screen (AID 1222); cellular ATP content (survival), % at 20 µM; hits with a dose series show EC50 in µM; 190,000 tested, under 10 active; CSM14.1 thapsigargin-induced death rescue, ATP luminescence; higher % means a stronger effect;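 active = EC50 below 50 µM in the dose-response confirmation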;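 note: death triggered by thapsigargin at about 15 µM added after 2 h compound pretreatment; cell ATP read after overnight thapsigargin exposure of roughly 18 to 22 hours; normalized against plate controls of thapsigargin alone and 5% DMSO vehicle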
West Nile antiviral: West Nile virus antiviral activity, cell-based, CPE readout (AID 1621). West Nile virus-infected cells, CPE inhibition; higher % means a stronger effect. CPE inhibition, % at 10 µM, or IC50 in µM where a hit was titrated. 290,000 tested, 0.02% active; in the data active = a potency from the dose series; inconclusive = CPE inhibition mostly from about 3.7% at the one dose, without a potency; inactive = the rest, 99 in 100 with CPE inhibition below about 2.2%; note: strong numbers were not always called active
Rac1 GTP hydrolysis: MgcRacGAP GTPase-activating activity inhibitors, confirmation, biochemical, ADP Hunter fluorescence | 340,000 tested, 0.6% active | MgcRacGAP-stimulated Rac1 GTP hydrolysis, ADP Hunter fluorescence; higher % means a stronger effect; GST-tagged Rac1 F28L mutant substrate | one-dose inhibition, % at 30 µM; IC50 in µM for titrated hits;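 active = first-screen hits whose inhibition reached a set limit at any dose in the follow-up dose series; inconclusive = inhibition above the set first-screen limit but never retested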;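 note: fluorescence reports GDP produced by GAP-driven GTP hydrolysis; strong numbers were not always called active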
NS5 inhibitors pilot replicate: recorded beside NS5 inhibitors, whose call it bears; inhibition, %; measured here: pilot screen replicate inhibition
The depositor's hits bear a star; ? = inconclusive; / = not tested or not shown. No enrichment for hits; about 1.5% have a hit in one of these screens.

SMILES | LYP inhibition | Large T inhibition | GPR35 arrestin U2OS | Salmonella PhoP GFP | RSV antiviral HEp-2 | NS5 inhibitors | CSM14.1 death rescue | West Nile antiviral | Rac1 GTP hydrolysis | others
CCC(=O)OC1CSc2nc3ccccc3n2C1 (centres undefined) | -7% | 10% | 8% | 12% | -1.2% | -3% | 0.9% | -0.2% | 8%
O=C(NCc1ccccc1)c1c(Cl)nc(Cl)c(Cl)c1Cl | 0% | 11% | 42% | -6% | 2.6% | 4% | / | 0.6% | 5%
COc1ccccc1CNc1nc(S(=O)(=O)c2ccccc2)c(Cl)s1 | 5% | 21% | -1% | 1% | 13% | -3% | 0.3% | -1.0% | 7%
CN1CCN(C2=C(Cl)C(=O)N(c3cccc(Cl)c3)C2=O)CC1 | 0% | 3% | 4% | -5% | -0.8% | 13% | -1.4% | 0.2% | 7%
O=C(N/N=C/c1ccccc1Cl)c1nc2ccc([N+](=O)[O-])cc2c(=O)[nH]1 | 0% | 14% | 0% | -7% | 3.8% | 16% | -0.6% | -0.2% | 17%
CC1C/C(=N/N=C2/NC(=O)CS2)CC(C)(C)C1 (centres undefined) | -9% | -2% | 14% | 2% | 2.6% | -1% | 7.9% | 0.2% | 4%
Cc1cc(NC(=O)CSc2nc(C(C)C)nc3ccccc23)no1 | -3% | 2% | 15% | 1% | 1.2% | 3% | -0.6% | 1.4% | 9%
O=C(NNC(=O)c1ccccc1F)c1ccc(-c2ccc(Cl)cc2)o1 | / | 8% | / | -11% | 4.5% | -12% | / | / | 8%
O=c1c2ccccc2ncn1-c1ccc(Cl)c(Cl)c1 | -9% | 9% | 2% | 2% | 4.0% | -1% | 1.4% | -0.4% | 3%
Cc1c(NS(=O)(=O)c2cc(C(=O)NCc3ccco3)cc(Cl)c2Cl)c(=O)n(-c2ccccc2)n1C | / | 17% | / | 2% | -0.4% | 6% | / | / | -2%
Cc1cc(N/N=C/c2ccc(O)cc2O)nc(-n2nc(C)cc2C)n1 | 7% | 21% | 1% | 8% | 0.5% | / | 4.0% | 1.4% | 18%
COc1ccc(S(=O)(=O)N2CCN(C(=O)CN3C(=O)NC4(CCCC4)C3=O)CC2)cc1 | -6% | 5% | 8% | 1% | 0.5% | 3% | / | -0.3% | 6%
O=C(Nc1ccccc1Cl)c1cc(S(=O)(=O)N2CCCCC2)ccc1N1CCOCC1 | 4% | 22% | 14% | -4% | 0.2% | -3% | 0.6% | -0.5% | 4%
CC(=O)N1CCc2cc(S(=O)(=O)NC3CCCc4ccccc43)ccc21 (centres undefined) | 1% | 0% | 9% | -7% | 3.8% | -5% | -0.3% | 0.1% | 2%
Cc1cccc(NC(=S)N(CCN(C)C)Cc2cc3cccc(C)c3[nH]c2=O)c1 | 2% | 9% | 0% | -10% | 0.9% | -3% | -1.2% | -0.8% | 5%
C=CSc1sc(Cl)c(N(CC)CC)c1[N+](=O)[O-] | -7% | 11% | -2% | 3% | -0.1% | / | -0.7% | 0.4% | /
Cc1ccc(NC(=O)C2C3CCCC2C3c2ccccc2)cc1C (centres undefined) | -10% | 22% | 10% | -2% | -0.4% | -6% | -0.5% | 0.1% | 12%
CCOC(=O)CSc1nc2cc(C)ccc2cc1C#N | 1% | 14% | -7% | -5% | 0.2% | -4% | -1.2% | 0.1% | 9%
CN(C)CCNC(=O)c1ccc2c(=O)n(Cc3ccc(Cl)cc3)c(=S)[nH]c2c1 | -7% | 6% | -4% | -4% | -1.1% | -19% | / | ? | 3%
CCCCn1cnc2c(oc3nc4c(cc32)CCCC4)c1=O | 4% | 11% | 10% | -6% | 2.2% | -2% | / | 1.0% | 14%
Cc1cccc(-n2ncc3c2CCCC3NC(=O)CCc2cccnc2)c1C (centres undefined) | -7% | -1% | -7% | -2% | 5.6% | 9% | / | -0.6% | -3%
COc1ccc(NC(=O)CN(C)C(=O)c2c(-c3ccccc3Cl)noc2C)cc1 | / | 13% | / | -6% | -1.5% | 0% | / | / | 5%
CC1CCCN(CCCNC(=O)CCn2nc(-c3ccccc3)ccc2=O)C1 (centres undefined) | -7% | -2% | -5% | 11% | 1.7% | -5% | -1.9% | / | 2%
COc1ccc(-c2nnc(SCc3ccccc3F)o2)cc1OC | -2% | 17% | -16% | 2% | -0.7% | 4% | 0.0% | -0.3% | 1%
COc1ccc(CC(=O)Nc2ccc(OC)nc2)cc1 | -4% | 8% | 20% | -10% | 4.7% | -2% | -0.5% | -0.6% | 0%
O=C(NC(Cc1ccccc1)C(=O)N1CCN(c2ccccn2)CC1)c1ccco1 (centres undefined) | -9% | 5% | -1% | -5% | 0.9% | 3% | -3.1% | 0.1% | -1% | NS5 inhibitors pilot replicate=-0.9
COC(=O)C1CCN(C(=O)/C=C/c2ccccc2)CC1 | -6% | 9% | 1% | 0% | 1.6% | -3% | -3.3% | -0.1% | 9%
CCC(C)Sc1nnc(CSc2nc(C)cc(C)n2)n1C (centres undefined) | -2% | 7% | -19% | -9% | 0.0% | -3% | / | 0.0% | 0%
CCN1CCN(C(=O)c2cc3cc(F)ccc3[nH]2)CC1 | -6% | 4% | 19% | 13% | 0.8% | -5% | / | -0.1% | 4%
COc1ccc(C(=O)C2CCN(C(=O)Nc3ccccc3C)CC2)cc1 | 4% | 9% | -5% | -3% | 1.3% | -2% | / | -0.2% | 3%
Cc1csc(SCC(=O)Nc2ccc(S(=O)(=O)N3CCCC3)cc2)n1 | -9% | 9% | 12% | -2% | 1.9% | -4% | -0.6% | 1.3% | 6%
C/C(=N\NC(=O)c1ccc([N+](=O)[O-])cc1Cl)c1ccccc1 | -3% | / | -7% | / | -0.1% | -11% | -2.8% | 0.4% | 8%
CC(C)C(NC(=O)c1ccccc1Br)c1ccccc1 (centres undefined) | -5% | 3% | -11% | -2% | 2.0% | -1% | -1.7% | -0.2% | 3%
Cc1ccc(-n2c(=S)[nH]c3nc4c(cc3c2=O)COC(C)(C)C4)cc1 | -2% | 4% | -7% | 6% | 1.4% | -6% | 1.0% | -0.6% | 8%
COc1ccc(-n2nc3c(c2NC(=O)c2ccccc2S(=O)(=O)C(F)F)CS(=O)(=O)C3)cc1 | -11% | 13% | 6% | 2% | 0.7% | 1% | / | 0.2% | 10%
Cc1ccc2c(c1)cc(C(=O)N[C@@H](Cc1ccccc1)C(=O)O)n2C | -2% | 5% | -1% | -8% | 1.4% | -5% | / | 0.0% | -8%
CC(=O)Nc1ccc(C(=O)COC(=O)CCS(=O)(=O)c2ccccc2)cc1 | / | 3% | / | -6% | -1.3% | 1% | / | / | 2%
CCCOC(=O)C1NC(=O)N2C(C(=O)OCCC)C(C)(C)S[C@H]12 (some centres undefined) | / | 9% | / | / | -0.8% | -4% | / | 0.1% | 10%
N#CCCn1nc(-c2ccccc2)cc1Nc1ccccc1NC(=O)C(F)(F)F | 1% | 19% | -15% | 3% | 2.8% | -1% | -1.1% | -1.0% | 10%
C=CCOC(=O)C1=C(C)OC(N)=C(C#N)C1c1ccc(OC)c(CSc2ccccn2)c1 (centres undefined) | -4% | 4% | -7% | -1% | 4.9% | -11% | 4.8% | -0.3% | -1%

The closing 2 compounds of the section before lead into the next.
SMILES | LYP inhibition | Large T inhibition | GPR35 arrestin U2OS | Salmonella PhoP GFP | RSV antiviral HEp-2 | NS5 inhibitors | CSM14.1 death rescue | West Nile antiviral | Rac1 GTP hydrolysis | others
N#CCCn1nc(-c2ccccc2)cc1Nc1ccccc1NC(=O)C(F)(F)F | 1% | 19% | -15% | 3% | 2.8% | -1% | -1.1% | -1.0% | 10%
C=CCOC(=O)C1=C(C)OC(N)=C(C#N)C1c1ccc(OC)c(CSc2ccccn2)c1 (centres undefined) | -4% | 4% | -7% | -1% | 4.9% | -11% | 4.8% | -0.3% | -1%
COC(=O)Oc1c(Br)c(=O)oc2ccccc12 | / | 3% | / | 8% | 0.5% | -10% | / | 0.4% | 5%
Cc1c(Cl)ccc2c1NC(=O)[C@]21[C@@H]2C(=O)N(Cc3ccccc3)C(=O)[C@@H]2[C@@H]2CCCN21 | -6% | 6% | -15% | 2% | 4.4% | / | -1.1% | -0.2% | 6%
CNC(=O)C(Sc1nc(C)nc2c1oc1ccccc12)C(C)=O (centres undefined) | -4% | 5% | 17% | -4% | -0.7% | 2% | 3.4% | 2.1% | 11%
CC(C)N1C(=O)CCC1C(=O)NCc1cccs1 (centres undefined) | -13% | 4% | -8% | -12% | 0.2% | -2% | -1.5% | -0.4% | 9%
Cc1cc(C)c(C#N)c(SCc2nnc(-c3ccccc3)o2)n1 | -3% | 14% | 4% | 9% | ? | 1% | -4.8% | 0.2% | -2%
Nc1ccn(Cc2ccc(F)cc2)n1 | -8% | 3% | -3% | -2% | 2.5% | -9% | -0.4% | -0.3% | 2%
CCCS(=O)(=O)N1CCCC(C(=O)NCCCN2CCN(c3ccc(F)cc3)CC2)C1 (centres undefined) | -12% | -3% | 0% | 1% | 0.1% | -5% | -2.7% | -0.6% | -9%
CCOC(=O)Cc1csc(SCC(=O)N2CCN(c3ccc(OC)cc3)CC2)n1 | 2% | 34% | 8% | 1% | 1.9% | 0% | 4.6% | 0.0% | 13%
O=C(CN1C2CCCC1CC(NC(=O)C1CCCCC1)C2)Nc1ccccc1C(F)(F)F (centres undefined) | 0% | 4% | 21% | 1% | 11% | 4% | / | -1.1% | 7%
Cc1cc(C)nc(NC(=NCCc2c[nH]c3ccccc23)NC(=O)Nc2ccccc2)n1 | 2% | 2% | 12% | 12% | 10.0% | 0% | -2.3% | 2.5% | 9%
CCOc1ccc(CC(=O)Nc2ccc(S(=O)(=O)N3CCCC3)cc2)cc1 | -10% | 14% | -9% | 0% | 3.6% | -3% | / | -0.8% | 1%
COC(=O)c1ccc(NS(=O)(=O)NC(=O)c2cn(C)c3ccccc23)cc1 | -12% | 10% | -5% | -1% | -0.8% | -3% | / | -0.4% | -13%
O=C(N1CCOCC1)n1cnc2ccccc21 | -4% | 8% | 4% | -1% | 2.2% | -1% | -1.7% | -0.4% | -1%
O=C(Nc1cccc(-c2nc3ncccc3o2)c1)c1ccccc1 | -6% | 7% | -22% | -5% | 4.8% | -14% | -12% | 0.4% | 9%
CS(=O)(=O)N(CC(=O)Nc1ccccc1Cl)c1ccc(Cl)cc1 | -3% | 17% | 0% | -4% | 0.3% | -2% | -0.1% | 0.3% | -26%
CCCC1(c2ccccc2)NC(=O)N(C/C=C/Cl)C1=O (centres undefined) | -8% | 5% | 16% | 15% | 1.9% | 1% | / | -0.7% | 12%
CCc1c(C(=O)NNC(=S)NCc2ccccc2)csc1C | -3% | 12% | 6% | -10% | 0.3% | -4% | -1.7% | -0.3% | 11%
